Autophagy mod: autophagy modulation, high-content screen; MEF GFP-LC3 puncta imaging; test concentration mostly 10 µM; AID 463193; 190,000 tested, 0.98% active; calls only at 10 µM (by protocol);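 active = percentage of spot-positive cells more than 3 SD above its plate mean, without a fluorescence outlier flag or 80% toxicity; inconclusive = no clear call, values can overlap the other calls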;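 also: spot-positive cell cutoff set from DMSO-treated cells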
AID2073: disruptors of CaV2.2 binding to Mint1 – biochemical, HTRF (AID 2073). HTRF protein-protein interaction, Mint1-CaV2.2; higher % means a stronger effect. one-dose inhibition, % at 20 µM; IC50 in µM for titrated hits. 290,000 tested, 0.19% active; in the data active = inhibition mostly above about 51%, no sharp cut-off; inconclusive = no clear call, values can overlap the other calls; inactive = mostly below about 53%; also: some results filed as inactive read as strong as hits
NTR1 agonist: NTR1-driven beta-arrestin-GFP spot formation – imaging, U2OS cells, high content, primary screen (AID 493036). P30989. agonist mode. activation, % at 20 µM. 330,000 tested, 0.17% active;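 active = activation at or above 40% of the spot to cytoplasm intensity ratio, with at least 20 cells analyzed; inconclusive = wells under 20 cells, flagged as cytotoxic or low count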;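 also: 0% = DMSO without peptide and 100% = 100 nM NTR1 peptide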
Target sequence (P30989 whole entry, looked up): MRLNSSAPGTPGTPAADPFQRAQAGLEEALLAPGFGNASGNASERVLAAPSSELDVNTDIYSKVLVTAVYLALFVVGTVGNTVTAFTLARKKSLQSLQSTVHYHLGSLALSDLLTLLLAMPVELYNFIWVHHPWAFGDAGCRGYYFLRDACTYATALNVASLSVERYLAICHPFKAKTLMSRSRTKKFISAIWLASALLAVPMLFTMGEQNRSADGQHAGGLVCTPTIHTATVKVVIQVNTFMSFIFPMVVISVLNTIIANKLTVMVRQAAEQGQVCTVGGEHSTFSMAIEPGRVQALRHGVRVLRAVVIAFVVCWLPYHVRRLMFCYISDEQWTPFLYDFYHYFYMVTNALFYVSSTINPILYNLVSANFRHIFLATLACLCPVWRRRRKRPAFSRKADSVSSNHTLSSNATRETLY
WT yeast gro inh: growth inhibition of WT yeast, mitochondrial fusion screen; mitochondrial fusion phenotypic screen, WT strain; inhibition, % at 10 µM; 190,000 tested, 2.1% active; AID 1362; in the data active = inhibition above about 58%; tested in S. cerevisiae
NS5 inhibitors: Dengue-2 NS5 methyltransferase inhibitors, primary screen, biochemical, confirmation dose response (AID 588689) | Dengue-2 NS5 methyltransferase capping enzyme assay, biochemical; higher % means a stronger effect | inhibition, % at 25 µM; hits with a dose series show IC50 in µM | 340,000 tested, 0.3% active; in the data active = a potency from the dose series; inconclusive = inhibition above about 29% without an active follow-up result
RSV CPE inhibition: RSV antiviral activity via CPE protection, HEp-2 cells, primary 10 µM value included (AID 2391) | HEp-2 cells, RSV-induced CPE inhibition; higher % means a stronger effect | CPE inhibition, % at 10 µM; hits with a dose series show IC50 in µM | 310,000 tested, 0.13% active; in the data active = a potency from the dose series; inconclusive = CPE inhibition mostly from about 23% at the one dose, without a potency; inactive = the rest, 99 in 100 with CPE inhibition below about 21%; also: strong numbers were not always called active
GPR35 arrestin U2OS: inhibition of zaprinast-stimulated GPR35 beta-arrestin translocation – imaging, U2OS, beta-arrestin-GFP, zaprinast agonist, primary screen (AID 2058); U2OS GPR35 beta-arrestin-GFP translocation imaging, zaprinast antagonism; higher % means a stronger effect; inhibition, % at 10 µM, or IC50 in µM where a hit was titrated; 290,000 tested, 0.052% active;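 active = inhibition of at least 50% with at least 30 cells and total cytoplasm GFP at most 10,000,000; inconclusive = under 30 cells or total GFP of 10,000,000 plus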
LYP inhibition: PTPN22 lymphoid phosphatase activity blockers – biochemical, fluorescence intensity, uHTS (AID 1779); recombinant LYP phosphatase, fluorescence intensity; higher % means a stronger effect; one-dose inhibition, % at 11.5 µM; IC50 in µM for titrated hits; 290,000 tested, 0.054% active; in the data active = inhibition above about 50%;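 also: plate controls were vehicle with enzyme for no effect and no enzyme for full effect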
K1F lysis inhibition: protection from phage-mediated lysis, alamar blue read-out – E. coli UTI89, K1F phage, bacterial capsule biogenesis inhibitors (AID 488966) | E. coli UTI89 K1F phage lysis, alamar blue, 2 h; higher % means a stronger effect | one-dose inhibition, % at 100 µM; IC50 in µM for titrated hits | 340,000 tested, 0.02% active;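 active = phage lysis inhibition, versus mean bacterial control, above a set limit; inconclusive = no clear call, values can overlap the other calls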;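 also: capsule biogenesis inhibitors block K1F phage lysis so surviving cells raise fluorescence; higher fluorescence means more inhibition of phage lysis; actives were called in the ten point dose series up to 300 µM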
WT yeast gro inh mutant strain: also measured in WT yeast gro inh; calls as there; inhibition, %; mitochondrial fusion phenotypic screen, mutant strain inhibition
Autophagy mod cell loss 18 h: second read-out of Autophagy mod, no call of its own (marks repeat the call); toxicity, %; measured here: cell loss, nuclei count;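 cell loss after 18 h compound exposure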
NTR1 agonist cell count 20 µM: second read-out of NTR1 agonist, no call of its own (marks repeat the call); cell count; measured here: cell count, cytotoxicity flag
NS5 inhibitors pilot replicate: further read-out of NS5 inhibitors, marked with its call; inhibition, %; measured here: pilot screen replicate inhibition
* = called active by the depositor; i = inactive; ? = inconclusive; · = no result given; + = active, no number; [ ] = remark or other dose.

SMILES | Autophagy mod | Autophagy mod cell loss 18 h | AID2073 | NTR1 agonist | NTR1 agonist cell count 20 µM | WT yeast gro inh | WT yeast gro inh mutant strain | NS5 inhibitors | RSV CPE inhibition | GPR35 arrestin U2OS | LYP inhibition | K1F lysis inhibition | others
COCn1c(C(O)c2ccccc2)cc2ccccc21 (stereo not given) | · | · | -7% | 0.0 | 65 | · | · | 3% | 0.8% | -13% | -6% | 0.2%
O=C(Nc1nc(-c2ccccc2)cs1)c1ccc(=O)[nH]c1 | i | 14 | 26% | 3.8 | 54 | -4 | -1 | -13% | 5.7% | -4% | -3% | 0.4%
CCOc1ccc(Br)cc1S(=O)(=O)Nc1ccc(NC(=O)c2ccccc2F)cc1 | i | -14 | 18% | 4.1 | 58 | -13 | -18 | -5% | 10% | -2% | -2% | ?
COc1ccc(NC(=O)CN2C(=O)CSC(C)C2=O)cc1 (stereo not given) | i | -6 | 8% | 0.7 | 53 | -14 | -5 | 7% | 0.8% | -12% | -10% | 0.2%
CCC(C)C(=O)Nc1c2c(nc3c1CCC3)CCCC2 (stereo not given) | i | 4 | -3% | 2.0 | 42 | 6 | 12 | 5% | -0.3% | -18% | -2% | 1.0%
CSc1ccc(/C=N/Nc2ccc(Cl)c(C(=O)O)c2)cc1 | i | -11 | 24% | 3.8 | 73 | -12 | 9 | -1% | -0.8% | -6% | -2% | 0.1%
CCN(CC)C(=O)c1[nH]cnc1C(=O)Nc1ccon1 | · | · | · | 0.0 | 60 | · | · | -9% | -0.4% | · | · | 1.9%
Fc1ccc(OCCOCCOc2cccc3[nH]ccc23)cc1 | i | 10 | -2% | 1.1 | 33 | -5 | -13 | -10% | 2.3% | 0% | -3% | -0.4%
Cc1cccc(C)c1NC(=O)c1c(C)nn(-c2ccccc2)c1Cl | i | -28 | 0% | 1.8 | 61 | 14 | 11 | 0% | 39% | -2% | -6% | 0.2%
C[C@H]1CN=C(Nc2ccccc2)N1CCC1CCCCC1 | · | · | 16% | 6.0 | 98 | · | · | -1% | -2.1% | 6% | -10% | -0.2%
O=C(/C=C\c1ccccc1)Nc1nccs1 | i | 5 | 14% | -1.5 | 82 | -4 | -8 | 0% | 2.7% | 16% | -1% | 0.2%
Cc1ccc(/C=C(\C#N)C(=O)NCC2CCCO2)o1 (stereo not given) | i | -1 | -5% | -1.3 | 73 | -15 | 6 | 9% | 0.7% | 5% | -2% | -0.3%
CCOC(=O)C(/C=C(\C#N)C(=O)OCC)=C(/N)N1CCN(c2c(C)cccc2C)CC1 | i | 29 | 5% | -0.5 | 45 | 3 | -2 | 4% | -0.6% | 9% | -1% | 0.3%
Cn1c(-c2cccs2)[n+](C)c2ccccc21 | i | -4 | 4% | 1.6 | 34 | 10 | -4 | -13% | 2.1% | -14% | -6% | -0.3%
CCOC(=O)CC1C(=O)NCCN1Cc1cccs1 (stereo not given) | i | 5 | -3% | -1.3 | 95 | -2 | 4 | -4% | 0.3% | -12% | -6% | 0.2%
COc1ccc(NC(=O)CSc2nc3c([nH]c4ccccc43)c(=O)n2C)cc1 | i | 15 | 37% | -1.3 | 59 | 3 | 6 | 0% | 0.6% | 1% | -3% | 0.5%
C#CCSc1nnc(CSc2nc3ccccc3s2)n1-c1ccccc1 | i | 12 | -7% | 4.3 | 70 | 29 | -37 | 0% | ? | 8% | 4% | 0.0% | NS5 inhibitors pilot replicate=1.5
Cc1ccc(Cl)cc1NC(=O)C1CCCN(S(=O)(=O)c2c(C)noc2C)C1 (stereo not given) | i | -2 | 1% | -3.0 | 87 | 9 | -1 | 0% | 0.1% | -6% | 3% | -0.3%
COc1ccc(CCN2CC(C(=O)NCCCn3nc(C)cc3C)CCC2=O)cc1 (stereo not given) | · | · | 4% | -0.8 | 40 | · | · | 1% | 1.8% | -5% | -9% | 0.1%
COc1ccc(C(=O)Nc2ccccc2-c2nnn(CC(=O)NCc3ccco3)n2)cc1 | i | 11 | 15% | -0.1 | 73 | -5 | 1 | -1% | 1.8% | 13% | -8% | 2.3%
CC(=O)Nc1ccc(NC(=O)C(C)OC(=O)c2ccc(N(C)C)cc2)cc1 (stereo not given) | · | · | 6% | 0.1 | 49 | · | · | -2% | 4.5% | 9% | -4% | 0.2%
CCCc1nc(SCc2ccccn2)c2c(=O)n(C)c(=O)n(C)c2n1 | · | · | -4% | 7.2 | 92 | 5 | 14 | 0% | 4.1% | -4% | -7% | -0.5%
CCCN(CC(=O)Nc1ccc(Cl)cc1Cl)C(=O)c1ccc(=O)[nH]c1 | · | · | -8% | 0.2 | 55 | · | · | -8% | 1.2% | -3% | -7% | 2.0%[50 µM]
CC(=O)c1ccc(NC(=S)NCCc2ccc(S(N)(=O)=O)cc2)cc1 | i | 2 | -13% | 3.2 | 56 | -19 | 12 | -7% | 6.7% | 8% | 1% | -3.0%
COc1ccc(CN2CCN(C)CC2)cc1OCc1ccccc1 | i | -1 | -10% | -0.9 | 58 | 1 | 7 | 2% | 0.1% | -3% | -1% | 9.6%
COC(=O)C1=C(CCc2ccccc2)NC(=O)NC1c1ccc(C#N)cc1 (stereo not given) | · | · | · | 0.1 | 51 | · | · | -1% | 4.1% | · | · | 0.0%
Cc1ccc(C2CC2c2n[nH]c(=S)n2-c2ccc(C)cc2)cc1 (stereo not given) | i | 8 | -26% | 2.5 | 63 | 31 | 26 | -7% | -0.9% | 4% | 2% | 4.1%
Cc1cccc(C)c1N=C1C(=O)Nc2ccccc21 | · | · | -1% | 0.4 | 89 | · | · | -10% | 19% | -8% | -5% | 0.3%
CCc1ccc(CN2CCC(Oc3ccc(C(=O)NCc4ccccn4)cc3)CC2)o1 | · | · | -4% | 1.0 | 61 | · | · | -3% | 2.5% | 1% | -8% | -0.3%
c1ccc(CSc2nnnn2-c2ccccc2)cc1 | i | -16 | -2% | -0.6 | 44 | 10 | 6 | -5% | 5.0% | -9% | 0% | 5.2%

4 records drawn at random from those above, as already listed:
SMILES | Autophagy mod | Autophagy mod cell loss 18 h | AID2073 | NTR1 agonist | NTR1 agonist cell count 20 µM | WT yeast gro inh | WT yeast gro inh mutant strain | NS5 inhibitors | RSV CPE inhibition | GPR35 arrestin U2OS | LYP inhibition | K1F lysis inhibition | others
CC(=O)c1ccc(NC(=S)NCCc2ccc(S(N)(=O)=O)cc2)cc1 | i | 2 | -13% | 3.2 | 56 | -19 | 12 | -7% | 6.7% | 8% | 1% | -3.0%
COc1ccc(C(=O)Nc2ccccc2-c2nnn(CC(=O)NCc3ccco3)n2)cc1 | i | 11 | 15% | -0.1 | 73 | -5 | 1 | -1% | 1.8% | 13% | -8% | 2.3%
COC(=O)C1=C(CCc2ccccc2)NC(=O)NC1c1ccc(C#N)cc1 (stereo not given) | · | · | · | 0.1 | 51 | · | · | -1% | 4.1% | · | · | 0.0%
CCCN(CC(=O)Nc1ccc(Cl)cc1Cl)C(=O)c1ccc(=O)[nH]c1 | · | · | -8% | 0.2 | 55 | · | · | -8% | 1.2% | -3% | -7% | 2.0%[50 µM]

(next part)
SMILES | Autophagy mod | Autophagy mod cell loss 18 h | AID2073 | NTR1 agonist | NTR1 agonist cell count 20 µM | WT yeast gro inh | WT yeast gro inh mutant strain | NS5 inhibitors | RSV CPE inhibition | GPR35 arrestin U2OS | LYP inhibition | K1F lysis inhibition | others
CCOc1ccc(N2CC(C(=O)Nc3ccc(S(=O)(=O)Nc4ncccn4)cc3)CC2=O)cc1 (stereo not given) | i | -9 | ? | -0.8 | 66 | 7 | 9 | -7% | 1.9% | 8% | -1% | -0.3%
CC(C)Oc1cccc(OCCN2C(=O)c3ccccc3C2=O)c1 | i | 10 | -3% | 0.0 | 61 | 14 | 20 | -2% | 1.7% | -23% | -4% | 0.1%
O=C(Cn1cnc2ccccc2c1=O)NCCC(=O)N1CCN(Cc2ccccc2)CC1 | i | -1 | -3% | -1.7 | 54 | -19 | -2 | -2% | 3.2% | 8% | -5% | -0.1%
Cc1ccc(S(N)(=O)=O)cc1NC(=O)/C=C/c1cccs1 | i | -32 | 6% | -0.4 | 66 | 4 | 18 | 2% | 1.4% | -16% | 1% | 0.4%
COc1nc(N2CCCC2)nc(-n2nnc(C(C)=O)c2C)n1 | i | 0 | 12% | 1.0 | 56 | -9 | -18 | 1% | 2.8% | -16% | -4% | 0.3%
CCN1CCN(CCNC(=O)CCCCCn2c(=O)[nH]c3cc(C(=O)OC)ccc3c2=O)CC1 | i | 12 | 8% | -2.7 | 94 | 3 | 11 | -3% | 1.0% | 6% | -5% | -0.3% | NS5 inhibitors pilot replicate=-2.1
CCCSc1nnc2[nH]c(=O)cc(N)n12 | i | 3 | 18% | -0.5 | 53 | -5 | 14 | -7% | ? | 3% | 2% | 0.7%
COc1ccc(CC(=O)Nc2cccc(-c3cn4ccccc4n3)c2)cc1 | i | -5 | 13% | 3.3 | 65 | 8 | 10 | -3% | 20% | -4% | -6% | 2.3%[50 µM]
COc1cc(-c2c(C#N)c(N)nc3[nH]c(=S)[nH]c(=O)c23)ccc1O | · | · | -8% | 0.2 | 101 | · | · | -3% | 3.2% | 6% | -2% | 0.0%
CCOC(=O)c1sc(N/N=C/c2ccccc2)nc1C | i | -26 | 5% | 13 | 49 | 18 | 8 | -2% | 6.6% | -15% | 6% | 0.7%
COc1ccc(NS(=O)(=O)c2cccc3cccnc23)cc1Cl | · | · | 8% | -0.4 | 72 | · | · | -7% | 18% | -5% | -5% | 0.3%
Cc1cc(N)ccc1N1CCCC1 | i | 2 | 35% | 0.3 | 42 | 13 | 19 | ? | 4.2% | 5% | -19% | -0.1%
Nn1c(SCC(=O)Nc2ccc3c(c2)OCO3)nnc1-c1cccc(Cl)c1 | i | -1 | 13% | 0.2 | 48 | -7 | 2 | 0% | -0.1% | 10% | -5% | 0.0%
Cc1ccc(C(=O)CSc2nc(-c3ccccc3)ccc2C#N)cc1 | + | 3.1* | 19% | -0.2 | 80 | -9 | -6 | -4% | 20% | 14% | 1% | 0.2%
COc1cc(/C=N/N2CCN(Cc3ccccc3)CC2)cc(OC)c1OC(C)=O | · | · | 10% | 0.3 | 60 | · | · | -5% | 0.7% | 13% | -4% | 0.2%
CCN(CC)C(=O)Oc1cc(COC)nc(-c2ccccc2)n1 | · | · | 7% | 1.5 | 44 | · | · | · | 0.7% | -16% | -4% | ·
CCOC(=O)N1CCC(NCCNC(=O)c2ccccc2Cl)CC1 | i | -6 | 10% | 0.0 | 66 | -9 | 6 | -8% | 0.3% | 5% | -4% | 0.1%
Cc1cccc(C(=O)NNC(=O)C23CC4CC(CC(C4)C2)C3)c1O | · | · | 0% | 0.4 | 41 | · | · | -9% | 7.2% | 1% | -5% | 0.4%
CC(C)C(NC(=O)CC12CC3CC(CC(C3)C1)C2)C(=O)O (stereo not given) | i | 6 | -1% | 0.8 | 70 | 9 | 4 | -6% | 2.7% | 3% | -5% | 0.3%[50 µM]

Assay outcomes: PubChem, several laboratories
